Assay outcomes (PubChem BioAssay)
Pf Dd2 growth – P. falciparum Dd2 growth inhibitors, primary screen, SYBR Green fluorescence, single dose replicates. AID 1159554, 2015. 94,000 tested, 2.3% active. 72 h; active compounds read low. activity change, % at 10 µM; in the data active = activity change below about -80%
T cruzi growth – T. cruzi intracellular proliferation inhibitors, primary screen, cell-based, beta-gal Tulahuen parasites, NIH3T3 host, luminescence; T. cruzi beta-gal in NIH3T3, GalScreen luminescence, 90 h; 77,000 tested, 5.9% active; AID 624255, 2012; inhibition, % at 8.34 µM;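 active = mean inhibition above about 93%, with at least 55% of replicates each passing it, limit read from the data, passing the limit was not always enough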
C diff HTS – C. difficile growth inhibitors, primary screen, HTS. growth activity, negative = inhibition, % at 16 µg/mL (by protocol). Clostridium difficile clinical isolate growth, OD600, 24 h; active compounds read low. 86,000 tested, 0.25% active. AID 1259249, 2017;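 active = mean growth activity at or below -80% and every replicate also at or below -80%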;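 note: 0% = DMSO wells and -100% = levofloxacin 16 µg/mL wells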
GASC1 inh – inhibitors of GASC-1 (KDM4C) histone demethylase, primary screen, biochemical, single concentration HTS. GST-KDM4C 2-372, H3K9me3 peptide, LANCE TR-FRET. Lysine-specific demethylase 4C (Homo sapiens), Q9H3R0. inhibition, % at 12.5 µM. 96,000 tested, 0.15% active;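 active = mean replicate inhibition above about 25%, with at least 55% of replicates also reaching it, limit read from the data, passing the limit was not always enough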
Target sequence (Q9H3R0 2-372 limits assumed): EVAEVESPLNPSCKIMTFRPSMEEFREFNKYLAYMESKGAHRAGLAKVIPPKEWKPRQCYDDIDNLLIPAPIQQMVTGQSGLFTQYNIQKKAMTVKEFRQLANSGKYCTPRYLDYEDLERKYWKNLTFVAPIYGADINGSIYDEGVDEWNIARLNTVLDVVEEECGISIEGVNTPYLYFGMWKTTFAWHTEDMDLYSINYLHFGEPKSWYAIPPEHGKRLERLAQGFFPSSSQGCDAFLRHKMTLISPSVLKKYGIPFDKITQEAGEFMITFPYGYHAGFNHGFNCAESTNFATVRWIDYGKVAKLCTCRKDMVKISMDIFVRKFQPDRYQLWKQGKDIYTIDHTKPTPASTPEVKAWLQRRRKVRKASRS
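System: N-terminal GST-fused human GASC-1 (KDM4C) fragment, residues 2-372; amount: enzyme final amount 10 nM; incubation: reaction 30 min RT, detection step 1 h RT; medium: HEPES buffer, pH 7.5, plus ascorbate; technique: LANCE TR-FRET, Eu antibody, ULight-streptavidin, EDTA, ex 340 nm, em 618/671 nm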
The depositor's hits bear a star; x = no result given; & = joins results of further samples. Rows were taken by chance. Share with any hit: about 6.8%.

Each structure is followed by: Pf Dd2 growth | T cruzi growth | C diff HTS | GASC1 inh
> C[C@@H]1CN([C@@H](C)CO)C(=O)c2cc(Br)cnc2O[C@@H]1CN(C)Cc1ccncc1
→ 48 | -5 | 9 | -0.3
> COc1ccc(S(=O)(=O)Nc2ccc3c(c2)C(=O)N([C@@H](C)CO)C[C@@H](C)[C@@H](CN(C)C(=O)Cc2ccccc2)OCCCC[C@@H](C)O3)cc1
→ -37 | 84 | -3 | -0.2
> O=C(NCC[C@H]1CC[C@H](NS(=O)(=O)c2ccc(Cl)cc2)[C@H](CO)O1)c1ccc2c(c1)OCO2
→ -7 | 29 | -3 | -1.6
> O=C(N[C@H]1CC[C@@H](CCNS(=O)(=O)c2ccc(Cl)cc2)O[C@@H]1CO)c1ccccn1
→ -11 | -5 | x | -1.9
> COc1ccc(CNC(=O)C[C@@H]2CC[C@@H]3[C@@H](COc4ccc(NC(C)=O)cc4C(=O)N3C)O2)cc1
→ 4 | 11 | 17 | 3.1
> C[C@@H]1CN([C@@H](C)CO)C(=O)Cc2cc(NC(=O)CCCN(C)C)ccc2O[C@H]1CN(C)Cc1ccc(Oc2ccccc2)cc1
→ -59 | 65 | 6 | x
> CC(C)CC#Cc1ccc2c(c1)O[C@H](CN(C)C(=O)C1CCOCC1)[C@@H](C)CN([C@@H](C)CO)S2(=O)=O
→ -27 | 93 | -7 | 0.6
> COc1ccc(NC(=O)Nc2ccc3c(c2)[C@H]2C[C@H](CC(=O)O)O[C@H](CO)[C@H]2O3)cc1
→ 14 | -3 | x | 0.9
> CC(C)CC#Cc1ccc([C@H]2[C@H]3CN(S(=O)(=O)c4ccccc4)CC(=O)N3[C@H]2CO)cc1
→ -12 | x | 8 | -0.4
> COc1ccc(NC(=O)Nc2ccc3c(c2)C(=O)N([C@@H](C)CO)C[C@H](C)[C@H](CN(C)Cc2ccc(C(=O)O)cc2)O3)cc1
→ 8 | -71 | -3 | -1.2
> COc1ccccc1-c1cnc2c(c1)C(=O)N([C@H](C)CO)C[C@@H](C)[C@H](CN(C)CC1CCOCC1)O2
→ 38 | x | -2 | 0.8
> O=C(C[C@H]1CC[C@@H]2[C@H](COC[C@@H](O)CN2Cc2cc(F)ccc2F)O1)N1CCc2ccccc2C1
→ -7 | 35 | 13&-4 | -0.2
> O=C(c1cc2c(c(-c3cccc(-c4ccc(F)cc4)c3)n1)[C@@H](CCO)N(C(=O)c1ccc3c(c1)OCO3)C2)N1CCOCC1
→ x | 48 | 4 | -2.2
> C[C@@H]1CN([C@H](C)CO)C(=O)Cc2cc(NS(=O)(=O)c3ccccc3)ccc2O[C@H]1CN(C)C(=O)Nc1cccc2ccccc12
→ 6 | -7 | -9 | 1.5
> CCCC(=O)Nc1ccc2c(c1)C(=O)N(C)C[C@@H](OC)[C@@H](C)CN(C(=O)CC1CC1)[C@H](C)CO2
→ 28 | -34 | 1 | -0.4
> COc1ccccc1-c1cn(CC[C@@H]2CC[C@H](NC(=O)C3CC3)[C@H](CO)O2)nn1
→ 0 | x | 1 | -2.3
> C[C@@H]1CN([C@H](C)CO)C(=O)c2cccc(NC(=O)c3cnccn3)c2O[C@H]1CN(C)Cc1ccc(Oc2ccccc2)cc1
→ -27 | -46 | 3 | 1.0
> Cc1noc(C)c1NC(=O)Nc1ccc2c(c1)C(=O)N(C)[C@H]1CC[C@@H](CC(=O)N[C@H]3CCN(Cc4ccccc4)C3)O[C@@H]1CO2
→ 18 | 104* | 4 | 0.5
> COCc1cn(CC[C@@H]2CC[C@@H](NC(=O)c3ccc(F)cc3)[C@@H](CO)O2)nn1
→ -11 | -9 | -1 | 1.3
> C[C@@H]1CN([C@@H](C)CO)C(=O)c2cc(NC(=O)Nc3ccc4c(c3)OCO4)ccc2O[C@@H]1CN(C)C(=O)Nc1ccc(F)cc1
→ -1 | 1 | -1 | 16
> C[C@@H]1CCCCO[C@@H](CN(C)C)[C@H](C)CN([C@H](C)CO)C(=O)c2cc(NC(=O)c3ccccc3)ccc2O1
→ 42 | 51 | 0 | 0.9
> CC(C)C#Cc1ccc2c(c1)O[C@H](CN(C)C(=O)c1cnccn1)[C@@H](C)CN([C@H](C)CO)S2(=O)=O
→ -1 | 47 | 11 | 9.0
> CCC(=O)N[C@H]1C=C[C@@H](CC(=O)NCCN2CCCCC2)O[C@H]1CO
→ 31 | -44 | 0 | 0.2
> C[C@@H]1CN([C@@H](C)CO)C(=O)Cc2cc(NC(=O)Nc3ccccc3)ccc2O[C@H]1CN(C)C(=O)Nc1ccccc1
→ -21 | 43 | -1 | -0.8
> C[C@@H]1CN([C@@H](C)CO)C(=O)c2cccc(NS(C)(=O)=O)c2O[C@H]1CN(C)Cc1ccc(C(=O)O)cc1
→ 15 | 17 | -1 | 1.1
> COCC(=O)N1C[C@@H](C)[C@H](OC)CN(C)C(=O)c2ccc(NC(=O)c3cc(C)on3)cc2OC[C@H]1C
→ -3 | 6 | x | 0.7
> C[C@H](CO)N1C[C@H](C)[C@@H](CN(C)C(=O)Nc2ccc(C(F)(F)F)cc2)Oc2ccc(NC(=O)CCCCCC(=O)Nc3ccccc3N)cc2CC1=O
→ -75 | 43 | -5 | -2.2
> CCN(C[C@H]1[C@@H](c2ccc(-c3ccccc3F)cc2)[C@@H](CO)N1C(C)=O)C(C)=O
→ 6 | x | -1 | 0.6
> Cc1ccc(S(=O)(=O)Nc2ccc3c(c2)CC(=O)N([C@H](C)CO)C[C@H](C)[C@H](CN(C)S(=O)(=O)c2cccs2)O3)cc1
→ -72 | 41 | 5 | 4.0
> Cc1noc(C)c1NC(=O)N(C)C[C@H]1OCCCC[C@@H](C)Oc2ccc(NC(=O)Cc3ccccc3)cc2C(=O)N([C@H](C)CO)C[C@H]1C
→ -33 | 3 | 6 | 1.4

Given as tab-separated lines: part of the list above.
structure	Pf Dd2 growth	T cruzi growth	C diff HTS	GASC1 inh
C[C@@H]1CN([C@H](C)CO)C(=O)Cc2cc(NS(=O)(=O)c3ccccc3)ccc2O[C@H]1CN(C)C(=O)Nc1cccc2ccccc12	6	-7	-9	1.5
CCCC(=O)Nc1ccc2c(c1)C(=O)N(C)C[C@@H](OC)[C@@H](C)CN(C(=O)CC1CC1)[C@H](C)CO2	28	-34	1	-0.4
COc1ccccc1-c1cn(CC[C@@H]2CC[C@H](NC(=O)C3CC3)[C@H](CO)O2)nn1	0	x	1	-2.3
C[C@@H]1CN([C@H](C)CO)C(=O)c2cccc(NC(=O)c3cnccn3)c2O[C@H]1CN(C)Cc1ccc(Oc2ccccc2)cc1	-27	-46	3	1.0
Cc1noc(C)c1NC(=O)Nc1ccc2c(c1)C(=O)N(C)[C@H]1CC[C@@H](CC(=O)N[C@H]3CCN(Cc4ccccc4)C3)O[C@@H]1CO2	18	104*	4	0.5
COCc1cn(CC[C@@H]2CC[C@@H](NC(=O)c3ccc(F)cc3)[C@@H](CO)O2)nn1	-11	-9	-1	1.3

Next entries:
Each structure is followed by: Pf Dd2 growth | T cruzi growth | C diff HTS | GASC1 inh
> Cc1ccccc1-c1ccccc1[C@H]1[C@@H](C#N)N(C(=O)c2ccc(F)cc2)[C@@H]1CO
→ -17 | x | 0 | 0.1
> CCCN1[C@H](C(=O)NCCCN(C)C)[C@@H](CO)[C@@H]2Cn3c(ccc(C4=CCCC4)c3=O)[C@@H]21
→ 14 | 38 | 0 | 1.6
> CC(C)C#Cc1cnc2c(c1)C(=O)N([C@H](C)CO)C[C@@H](C)[C@H](CN(C)C(=O)C1CCC1)O2
→ x | 31 | 9 | 5.5
> CO[C@@H]1CN(C)C(=O)c2ccc(NC(=O)Nc3cc(Cl)cc(Cl)c3)cc2OC[C@H](C)NC[C@H]1C
→ -84* | -6 | -99* | x
> COc1ccc(NC(=O)Nc2cccc3c2O[C@H](CN(C)CC2CC2)[C@@H](C)CN([C@H](C)CO)C3=O)cc1
→ 10 | 25 | 0 | 1.3
> C[C@H]1CN([C@@H](C)CO)S(=O)(=O)c2ccc(C#CCN(C)C)cc2O[C@@H]1CN(C)C(=O)c1ccccc1F
→ -29 | 99* | -1 | 0.6
> C[C@@H]1CN([C@@H](C)CO)C(=O)c2cccc(N(C)C)c2O[C@@H]1CN(C)Cc1ccc(C(F)(F)F)cc1
→ -6 | 104* | 7 | -0.5
> COc1ccc(S(=O)(=O)N(C)C[C@H]2Oc3c(NC(=O)CCCCCC(=O)Nc4ccccc4N)cccc3C(=O)N([C@H](C)CO)C[C@@H]2C)cc1
→ -49 | x | -1 | 0.7
> C[C@H](O)C#Cc1ccc2c(c1)O[C@@H](CN(C)C(=O)Cc1ccccn1)[C@@H](C)CN([C@@H](C)CO)S2(=O)=O
→ -4 | 27 | 5 | -1.9
> C[C@@H]1CCCCO[C@H](CN(C)Cc2ccc(C(F)(F)F)cc2)[C@@H](C)CN([C@@H](C)CO)C(=O)c2cc(NC(=O)Nc3cccc4ccccc34)ccc2O1
→ -76 | 122 | 16 | -2.0
> C[C@H]1CN([C@@H](C)CO)C(=O)Cc2cc(NC(=O)Nc3cccc4ccccc34)ccc2O[C@H]1CN(C)Cc1ccccc1
→ -29 | 63 | 5 | 2.0
> COCc1cn(CC[C@H]2CC[C@H](NC(=O)CCN3CCCCC3)[C@H](CO)O2)nn1
→ 11 | -8 | 1 | 1.4
> CN1CCN(C(=O)C[C@H]2C[C@@H]3c4cc(NC(=O)C5CCOCC5)ccc4O[C@@H]3[C@H](CO)O2)CC1
→ 8 | -13 | -1 | -1.2
> CC(C)[C@@H](C)NC(=O)N(C)C[C@@H]1OCc2ccccc2-c2ccccc2C(=O)N([C@H](C)CO)C[C@@H]1C
→ 33 | 13 | -2 | -0.5
> COc1ccc2c3c(n(C)c2c1)[C@@H](CO)N(C(=O)CN(C)C)CC31CCN(C(=O)C2CCC2)CC1
→ -15 | x | -8 | -1.0
> O=C(C1CCOCC1)N1CC[C@@H]2[C@H]1c1cc(-c3ccc(F)cc3)ccc1N[C@@H]2CO
→ 4 | 105* | -6 | 2.5
> C[C@@H]1CN([C@H](C)CO)C(=O)CCCn2cc(nn2)CO[C@@H]1CN(C)S(=O)(=O)c1cn(C)cn1
→ -1 | -3 | x | -0.1
> C[C@@H]1CN([C@H](C)CO)C(=O)c2ccccc2-c2ccccc2CO[C@@H]1CN(C)S(=O)(=O)CC(F)(F)F
→ 33 | -3 | 1 | x
> COc1ccc2c3c([nH]c2c1)[C@H](CO)N(C(=O)Nc1cccc(F)c1)CC31CN(CC2CC2)C1
→ -65 | x | 13 | -0.6
> CC(C)CC#Cc1cnc2c(c1)C(=O)N([C@@H](C)CO)C[C@H](C)[C@@H](CN(C)Cc1cncnc1)O2
→ x | 2 | -7 | -0.9
> C[C@H](CO)N1C[C@H](C)[C@@H](CN(C)C(=O)C2CCC2)Oc2ncc(-c3ccccc3F)cc2C1=O
→ 58 | 33 | -3 | 3.4
> O=C(C[C@@H]1CC[C@@H]2[C@H](COC[C@H](O)CN2CC2CCCCC2)O1)NCC1CC1
→ -3 | 16 | x | -1.2
> CCN(C[C@@H]1[C@H](c2ccccc2)[C@@H](CO)N1CC1CC1)C(=O)c1ccccn1
→ -5 | 73 | 1 | 1.2
> O=C(C[C@H]1CC[C@@H]2[C@H](COC[C@H](O)CN2Cc2cccc(C(F)(F)F)c2)O1)NCCc1ccncc1
→ -9 | -58 | 0&-7 | 0.7
> COc1ccc(NC(=O)N2CCCCN3[C@H](C2)[C@H](c2ccc(C#Cc4ccccc4)cc2)[C@@H]3CO)cc1
→ -2 | 99* | 36 | x
> COc1ccc(S(=O)(=O)Nc2cccc3c2O[C@@H](CN(C)Cc2ccncc2)[C@@H](C)CN([C@H](C)CO)C3=O)cc1
→ 11 | x | 2&-4 | -0.4
> CCN1[C@@H]2Cn3c(ccc(-c4ccccc4F)c3=O)[C@H]1[C@@H](C(=O)NCc1ccccc1)[C@@H]2CO
→ -3 | 71 | -2 | -2.5
> C[C@H]1CCCCO[C@H](CN(C)Cc2ccncc2)[C@@H](C)CN([C@@H](C)CO)C(=O)c2cc(NS(=O)(=O)c3cccs3)ccc2O1
→ 6 | 11 | -2 | 0.8
> C[C@@H]1CCCCO[C@H](CN(C)C(=O)Nc2cccc3ccccc23)[C@@H](C)CN([C@@H](C)CO)C(=O)c2cc(NC(=O)Cc3ccccc3)ccc2O1
→ -69 | 83 | 5 | -2.8
> C[C@H]1CN([C@@H](C)CO)C(=O)c2cc(C#CC3CCCCC3)cnc2O[C@H]1CN(C)S(=O)(=O)c1cccc(F)c1
→ -12 | x | 7 | -1.8
> CO[C@@H]1CN(C)C(=O)c2ccc(NC(=O)Nc3ccc(C(F)(F)F)cc3)cc2OC[C@@H](C)NC[C@@H]1C
→ -83* | x | 22 | 0.6
